From PubChem
HP1b binding inh = blocks HP1-beta chromodomain binding to methylated histone tails | 390,000 tested, 0.56% active | AlphaScreen HP1-beta / biotin-H3K9me3 peptide binding | P83916 | Potency, µM (top dose mostly 114 µM), without a hit: top-dose activity change, negative = inhibition, hits mostly inhibitors; note: potency is the fitted concentration of half-maximal effect; nearly all actives have a fitted effect of over 70% in size; inactives centre near 23
Target sequence (P83916 whole entry, looked up): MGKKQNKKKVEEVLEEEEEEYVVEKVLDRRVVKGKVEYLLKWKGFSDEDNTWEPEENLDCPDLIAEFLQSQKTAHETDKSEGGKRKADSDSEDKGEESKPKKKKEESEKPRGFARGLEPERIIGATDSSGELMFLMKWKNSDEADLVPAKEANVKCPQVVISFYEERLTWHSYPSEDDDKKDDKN
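HP1-beta protein (50 nM final) preincubated 30 min at room temperature with biotinylated H3(1-18)K9me3 peptide (50 nM) in PBS pH 7.4, 0.01% Tween-20, then compound added for 30 min. AlphaScreen streptavidin donor/nickel chelate acceptor beads (10 ug/mL final), 30 min dark, luminescence read.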
ERG-DNA inh = blocks human ERG Ets domain binding to DNA; P11308; Potency, µM (series often up to 76.9 µM), without a hit: at the top dose FP activity, negative = inhibition, hits mostly inhibitors; AID 624246; fluorescence polarization, His-ERG Ets domain / labelled DNA; 370,000 tested, 0.028% active; active = well fitted inhibition curve with a large enough effect in the polarisation, with a control signal flat; inconclusive = small, poorly fitted or top-dose-only effect, or effect the other way, or a change in a side signal; inactive = no such curve, though single readings can be large or run the other way; the % refers to the polarisation;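 note: polarization taken with two DNA probes labelled with fluorescein and Texas red; potency is the fitted concentration of half-maximal effect; % of control where 0% means no effect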
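His-tagged ERG Ets domain (1 uM in the protein solution; 300mM KCl, 50mM Tris-HCl, 1mM EDTA, 1mM DTT, pH 7.5) received compound, then a probe mix of 5 nM fluorescein-DNA and 100nM Texas-615-DNA. Fluorescence polarization was read for both dyes.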
RGS4 inh = blocks human RGS4-accelerated GTP hydrolysis. Potency, µM (highest dose often 114 µM), for inactives: at the highest dose activity change, negative = inhibition, most hits filed as inhibitors. Transcreener GDP fluorescence polarization, RGS4-accelerated GTP hydrolysis. 390,000 tested, 0.039% active. AID 504845. P49798; note: potency is the fitted concentration of half-maximal effect; % is set by controls: 0 for no effect and ±100 for the full control effect; nearly all actives have a fitted effect of over 75% in size; some results filed as inactive show a strong effect at the top dose
Target sequence (P49798 whole entry, looked up): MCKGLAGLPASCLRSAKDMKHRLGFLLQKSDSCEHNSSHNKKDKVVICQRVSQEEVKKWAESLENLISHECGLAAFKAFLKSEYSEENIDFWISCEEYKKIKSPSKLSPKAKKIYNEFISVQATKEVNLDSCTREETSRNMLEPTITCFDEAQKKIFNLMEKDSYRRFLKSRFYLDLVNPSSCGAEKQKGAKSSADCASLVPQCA
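MLSMR compounds (23 nl, pin-transferred) preincubated 10 min at room temperature with a 500nM (2x) first reagent, then RGS4 at 900nM (2x) plus Transcreener GDP mix added; fluorescence polarization (620/688 nm) read before and after 90 min at 30 °C.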
PI4K2A inh = inhibitors of human PI4K2A; 420,000 tested, 0.13% active; activity change, negative = inhibition, % at 76.9 µM; purified PI4K2A, ADP-Glo luminescence, 1 h; active compounds read low; Q9BTU6; in the data active = activity change below about -50%; inconclusive = mostly about -30% to -49%;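 note: -100% = wells without enzyme as full effect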
Target sequence (Q9BTU6 whole entry, looked up): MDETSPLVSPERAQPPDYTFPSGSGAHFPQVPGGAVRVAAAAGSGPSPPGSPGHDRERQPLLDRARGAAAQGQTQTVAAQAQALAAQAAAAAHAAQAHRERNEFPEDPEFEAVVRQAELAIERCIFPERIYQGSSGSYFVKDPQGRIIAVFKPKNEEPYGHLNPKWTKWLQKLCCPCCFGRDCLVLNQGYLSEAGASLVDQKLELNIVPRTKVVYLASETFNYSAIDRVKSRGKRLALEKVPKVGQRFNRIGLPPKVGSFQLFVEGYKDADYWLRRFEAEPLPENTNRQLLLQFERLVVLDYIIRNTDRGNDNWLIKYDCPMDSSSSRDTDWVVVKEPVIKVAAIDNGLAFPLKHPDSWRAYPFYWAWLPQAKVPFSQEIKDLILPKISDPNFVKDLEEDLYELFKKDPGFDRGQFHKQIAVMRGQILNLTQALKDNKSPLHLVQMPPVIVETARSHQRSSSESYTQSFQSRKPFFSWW
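ADP-Glo luminescence measured ADP generated by PI4K2A enzyme (4 ug/mL before mixing) with 1.2 mM PI substrate (pre-mix) and 300 microM ATP (pre-mix). Tris pH7.5 buffer with MgCl2, Triton X-100; 1 h reaction at ambient temperature.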
G9a block = G9a (human) methyltransferase inhibition; Q96KQ7; G9a H3K9 monomethylation, AlphaScreen, 2 h; Potency, µM (titrated, usually from 102 µM), for the others: at the top dose activity, negative = inhibition, actives largely listed as inhibitors; 350,000 tested, 8.8% active; AID 504332; note: potency is the fitted concentration of half-maximal effect; % is set by controls: 0 for no effect and ±100 for the full control effect; nearly all actives have a fitted effect of over 75% in size
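Compounds were preincubated with 20 nM G9a for 15 min, after which biotinylated H3K9 peptide (500 nM) and SAM (20 uM) started a 2 h room-temperature reaction. Monomethylated product was quantified by antibody-based AlphaScreen chemiluminescence.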
ALOX12 inh = inhibitors of human 12S-lipoxygenase ALOX12; purified 12hLO, xylenol orange hydroperoxide absorbance; Potency, µM (titrated, usually from 108 µM), inactives show top-dose activity change, negative = inhibition, actives largely listed as inhibitors; 580,000 tested, 1.1% active; note: potency is the fitted concentration of half-maximal effect; % is set by controls: 0 for no effect and ±100 for the full control effect
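Purified human 12hLO (150 nM final) in 25 mM Hepes, 0.01% Triton X-100, pH 7.0 was preincubated 15 min at room temperature with compound. Then 40 uM arachidonic acid was added, 30 min. Hydroperoxide was read by Fe-XO absorbance ratio 573/405 nm.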
GLS inh = inhibitors of human glutaminase (GLS). O94925. GLS enzymatic activity, qHTS titration. Potency, µM (series often up to 45.5 µM), for the others: at the highest dose activity change, negative = inhibition, usual class: inhibitors. 410,000 tested, 0.21% active. AID 624170; note: potency is the fitted concentration of half-maximal effect; % is set by controls: 0 for no effect and ±100 for the full control effect
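Assay buffer: 45 mM KH2PO4 pH 8.2, 0.02% Tween-20. hKGA acts on L-glutamine (1 mM solution added); product glutamate is reported by an oxidase/peroxidase Amplex Red coupling, with fluorescence taken at baseline and 30 min.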
JMJD2A Tudor = JMJD2A Tudor domain (human) inhibition. O75164. AlphaScreen JMJD2A-Tudor / H3K4me3 peptide binding. Potency, µM (top dose mostly 114 µM), inactives show at the top dose activity change, negative = inhibition, actives largely listed as inhibitors. 390,000 tested, 4.4% active. AID 504339; note: potency is the fitted concentration of half-maximal effect; % is set by controls: 0 for no effect and ±100 for the full control effect; nearly all actives have a fitted effect of over 50% in size
BAZ2B inh = BAZ2B (human) inhibition. Q9UIF8. AlphaScreen BAZ2B-H3K14Ac peptide displacement. 360,000 tested, 4.4% active. Potency, µM (series often up to 114 µM), inactives show top-dose activity change, negative = inhibition, most hits filed as inhibitors; note: potency is the fitted concentration of half-maximal effect; % is set by controls: 0 for no effect and ±100 for the full control effect; nearly all actives have a fitted effect of over 60% in size
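AlphaScreen displacement: compounds (up to 110uM) incubated 30 min at room temperature with a preformed 50 nM BAZ2B/50 nM biotinylated H3K14Ac peptide complex in PBS pH 7.4 with Tween-20. Donor and acceptor beads at 10 ug/mL final added, 20 min light-protected before reading.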
Active calls of the source: *; i = inactive; ? = inconclusive; . = not tested or not shown; [ ] = remark or other dose. Unless noted, calls come from the whole dose curve; as a rule, active = well fitted curve in the direction sought with a large enough effect; inconclusive = small, poorly fitted or top-dose-only effect, or another doubt; inactive = no such curve, though single readings can be large; an effect the other way counts as inactive or inconclusive. Some of the compounds tested. The share of hits here may be higher or lower than overall.

Molecule	HP1b binding inh	ERG-DNA inh	RGS4 inh	PI4K2A inh	G9a block	ALOX12 inh	GLS inh	JMJD2A Tudor	BAZ2B inh
Cc1ccc(S(=O)(=O)N2CCCC(C(=O)NCC3CCCO3)C2)cc1 (configuration not stated)	6%	6%	-10%	-1	-49%	6%	-1%	-4%	0%
Cn1nc(C(=O)OCC(=O)Nc2ccc(S(N)(=O)=O)cc2)c2ccccc2c1=O	56%[activator]	2%	-6%[56.9 µM]	5	21%[59 µM]	-7%	5%	-9%	2%
O=C1NCC2=C1C(c1ccc(Br)cc1)Nc1ccccc1N2 (configuration not stated)	17%	-1%	-36%	-3	45µM*	-24%	-1%	-31%	-3%
CCOc1ccc(S(=O)(=O)N2CCN(Cc3ccc4c(c3)OCO4)CC2)cc1C	43%[activator]	18%	7%	-2	-8%	-22%	2%	-7%	-11%
Cc1ccc2nc(-c3ccccc3)cc(C(=O)N3CCN(c4ccccc4O)CC3)c2c1	-18%	-5%	24%	0	50µM*	?	20%	?	-32%
CCOc1cccc(NC(=O)C2CC(=O)N(C)C(=Nc3ccc(OC)cc3)S2)c1 (configuration not stated)	22%	7%	-7%	-4	0%[59 µM]	0%	4%	-12%	-1%
CC1CCCN(C(=O)c2ccc(CNc3c(N4CCCCC4)c(=O)c3=O)cc2)C1 (configuration not stated)	23%	-6%	12%	3	?	0%	12%	-14%	-7%
COCCCN1C(=O)c2ccc(C(=O)OCC(=O)NCCc3ccccc3)cc2C1=O	-2%	-3%	-11%	2	4%	75%[activator]	-12%	-11%	0%
Cc1ccc(N(Cc2ccccc2)C(=O)c2ccc(C)c(S(=O)(=O)N3CCOCC3)c2)cc1	24%	3%	-13%	1	11%[59 µM]	-16%	-3%	-15%	0%
CCSc1nc2c(cnn2-c2ccc(C)cc2)c(=O)[nH]1	23%	0%	-36%	-3	-12%	-4%	0%	-13%	9%
CCn1cc(S(=O)(=O)c2cc(C)cc(C)c2)c(=O)c2cc(F)c(N3CCOCC3)cc21	10%	1%	-19%	-5	-3%[59 µM]	1%	0%	-12%	3%
C=CCNC(=S)Nc1sc2c(c1C(=O)OCC)CC(C)(CC)OC2 (configuration not stated)	25%	7%	-36%	0	?	?	-21%	-8%	0%
Cc1ccsc1C(=O)N1CCCC(N(C)Cc2ccccc2)C1 (configuration not stated)	26%	11%	-18%	1	8%	14%	-13%	-8%	-1%
Cc1ccc(S(=O)(=O)N2CCCC2)cc1[N+](=O)[O-]	20%	-12%	-6%	1	33%[59 µM]	-7%	1%	-18%	5%
O=C1CCCc2sc3c(c2N1)CCCCC3	13%	3%	-5%	-2	12%[59 µM]	0%	6%	-30%	48%[activator]
COCc1ccc(C(=O)N2CCCC(N3CCN(c4ccccc4C)CC3)C2)s1 (configuration not stated)	21%	-3%	-6%	0	14%	-13%	15%	-12%	-16%
CCOC(=O)C1=C(COC(=O)CNC(=O)c2ccc(Cl)cc2Cl)NC(=O)NC1C (configuration not stated)	28%	2%	5%	-2	-18%	?	0%	-1%	13%
CS(=O)(=O)N(Cc1ccco1)Cc1ccccc1Cl	23%	3%	-15%	4	-1%[59 µM]	-9%	2%	-8%	-2%
COCc1nnc(NC(=O)CCS(=O)(=O)c2ccccc2)s1	?	3%	-15%	1	45µM*	3%	-3%	-9%	?
Cc1ccc(-n2nnnc2-c2cccs2)cc1[N+](=O)[O-]	8%	0%	-44%	-3	.	-17%	1%	4%	.
COc1cccc(CNCc2cccc(OC)c2O)c1O	9%	-8%	23%	2	.	?	56%[activator]	-15%	.
CN(C(=O)c1ccc(OC2CCN(CCc3ccccc3)CC2)cc1)C1CCOC1 (configuration not stated)	14%	-5%	9%	2	22%	-8%	2%	-6%	-17%
O=C(NNC(=O)C1CCCO1)c1ccccc1Cl (configuration not stated)	33%[activator]	-5%	-2%	1	-33%	-17%	1%	-6%	-5%
Cc1cc2nc(SCC(=O)Nc3nonc3C)c3c(c2cc1C)CCCC3	12%	2%	-8%	2	-32%	1%	0%	-34%	-6%
COc1ccccc1C(=O)N1CCCC(c2nc(-c3cc(OC)c(OC)c(OC)c3)no2)C1 (configuration not stated)	3%	7%	-25%	7	15%[59 µM]	10%	4%	-10%	-2%
O=c1[nH]c2ccc(NCc3ccc(OCc4ccccc4Cl)cc3)cc2[nH]1	13%	-8%	-5%	1	13%	0%	-6%	-16%	-2%
COc1cc(OC)cc(C(=O)N2CCC(C(=O)N3CCOCC3)CC2)c1	?	15%	-13%	1	20%	-35%	-13%	15%	10%
O=C(CN1CCC(C(=O)c2ccc3c(c2)OCCO3)CC1)NC1CCCC1	6%	0%	33%	7	-18%	21%	2%	-6%	0%
CC(=O)c1cccc(-n2nnnc2SCC(=O)N2CCCC2)c1	28%	1%	-22%	-4	56µM*	1%	-11%	-19%	-7%
COC1CCN(Cc2c(C(=O)N3CCN(C4CCCCC4)CC3)nc3ccccn23)CC1	28%	12%	-15%	1	.	.	3%	-6%	-12%
O=C(CN(C(=O)C1CSC(=O)C1)c1cccc(F)c1)NCc1ccc2c(c1)OCO2 (configuration not stated)	11%	8%	10%	6	12%	9%	-3%	-8%	1%
CCCC(c1nnnn1CCc1ccccc1)N1CCN(C2CCCC2)CC1 (configuration not stated)	6%	0%	-1%	3	-2%[59 µM]	0%	7%	-11%	0%
Cc1ccc(S(=O)(=O)CCC(=O)NCc2ccccc2Cl)cc1	41%[activator]	0%	-18%	2	17%[59 µM]	-4%	-1%	-20%	-23%
CN1CCN(c2nc(-c3ccccc3)nc(-c3ccccc3)c2C#N)CC1	26%	2%	-11%	1	-36%	-27%	0%	-13%	-10%
CC(C)NC(=O)c1ccc(-c2ccccc2C(F)(F)F)o1	7%	.	18%	0	-6%[59 µM]	12%	0%	-3%	-2%
O=C(NN1C(=O)C2C3CCC(O3)C2C1=O)c1ccco1 (configuration not stated)	9%	-11%	12%	-2	2%	-2%	7%	-3%	-5%
CCOC(=O)CC1CCCCN1Cc1cn[nH]c1-c1ccc(F)cc1F (configuration not stated)	35%[activator]	19%	7%	4	3%	-5%	-5%	0%	0%
COc1cccc(/C=N/NC(=O)CC(C)O)c1OC/C=C/c1ccccc1 (configuration not stated)	37%	13%	-3%	-1	43%	i	0%	-1%	-23%
Cc1ccc(C(C)C)c(OCC(O)CN2CCN(CCO)CC2)c1 (configuration not stated)	18%	-1%	2%	8	?	10µM*	-2%	?	-25%
CC(=O)Nc1ccc(S(=O)(=O)N[C@@H](C)C(=O)Nc2ccc(N3CCOCC3)cc2)cc1	6%	0%	-24%	-2	?	131%[activator]	20%	-9%	1%

The last 3 compounds of the part before come first, to join the parts:
Molecule	HP1b binding inh	ERG-DNA inh	RGS4 inh	PI4K2A inh	G9a block	ALOX12 inh	GLS inh	JMJD2A Tudor	BAZ2B inh
COc1cccc(/C=N/NC(=O)CC(C)O)c1OC/C=C/c1ccccc1 (configuration not stated)	37%	13%	-3%	-1	43%	i	0%	-1%	-23%
Cc1ccc(C(C)C)c(OCC(O)CN2CCN(CCO)CC2)c1 (configuration not stated)	18%	-1%	2%	8	?	10µM*	-2%	?	-25%
CC(=O)Nc1ccc(S(=O)(=O)N[C@@H](C)C(=O)Nc2ccc(N3CCOCC3)cc2)cc1	6%	0%	-24%	-2	?	131%[activator]	20%	-9%	1%
COc1ccc(CCNC(=O)C2CC(=O)N(c3ccc(F)cc3)C2)cc1OC (configuration not stated)	9%	3%	-9%	0	13%[59 µM]	0%	-1%	-13%	4%
CCOC(=O)NC(=O)c1cn(-c2ccc(OC)cc2)c(=O)[nH]c1=O	29%	7%	-19%	2	16%	9%	1%	-7%	0%
CCCS(=O)(=O)N1CCCC(C(=O)c2cccc(Cl)c2)C1 (configuration not stated)	39%	1%	28%	-18	.	-3%	1%	1%	5%
O=S(=O)(CCc1ccncc1)c1ccc(Cl)cc1	7%	-5%	-9%	6	35µM*	?	20%	-21%	?
O=C(CCC1CCCCC1)Nc1ccc(S(=O)(=O)Nc2nccs2)cc1	29%	.	-33%	-5	?	-6%	6%	-23%	-10%
Cc1ccc(C(=O)CCC(=O)OCC(=O)N2c3ccccc3NC(=O)C2(C)C)cc1	14%	14%	-17%	-1	7%	-8%	-4%	-25%	5%
O=C(COC(=O)c1cc[n+]([O-])cc1)Nc1cccc(Cl)c1Cl	46%[activator]	0%	-10%	1	9%	-13%	-12%	?	2%
[N-]=[N+]=CC(=O)C(c1ccccc1)(c1ccccc1)c1ccccc1	37%	-2%	-22%	1	.	48%[activator]	-3%	0%	0%
C[C@H](NC(=O)NCc1ccc(F)cc1)C(=O)O	7%	.	7%	0	7%	-5%	0%	-6%	0%
